Bioassay records deposited in PubChem BioAssay by Sanford-Burnham Center for Chemical Genomics.
A3A deaminase: APOBEC3A ssDNA deaminase inhibitors, primary screen, selectivity assay for APOBEC3G inhibitor project, biochemical, FAM/TAMRA oligo cleavage fluorescence; DNA dC->dU-editing enzyme APOBEC-3A (Homo sapiens), P31941; recombinant A3A, FAM/TAMRA ssDNA deamination fluorescence; inhibition, % at 20 µM; hit rate 0.41% among 330,000; AID 493011, 2011;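 active = at least 40% inhibition at 20 µM here, with at most 30% in a related deaminase screen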;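 note: plate controls were A3A with DMSO for no effect and wells lacking A3A enzyme for full effect; some results filed as inactive read as strong as hits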
Target sequence (P31941 whole entry, looked up): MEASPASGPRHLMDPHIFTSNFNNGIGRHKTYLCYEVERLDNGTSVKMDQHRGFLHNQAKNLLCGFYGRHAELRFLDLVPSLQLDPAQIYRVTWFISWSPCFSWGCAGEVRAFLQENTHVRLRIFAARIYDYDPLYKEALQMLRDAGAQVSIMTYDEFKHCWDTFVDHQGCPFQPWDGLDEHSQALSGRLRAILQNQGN
Gli-Sufu antag: Gli-Sufu pathway antagonists, primary screen, luciferase luminescence, Sufu-KO-LIGHT cells, uHTS | Sufu-KO-LIGHT fibroblasts, Gli luciferase reporter luminescence | inhibition, % at 5 µM | hit rate 0.74% among 340,000;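 active = inhibition above about 55%, limit read from the data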;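 note: 0% = DMSO-treated cells and 100% = wells with medium but no cells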
GRIN3A LBD mod: binders of NR3A ligand-binding domain, primary screen, biophysical, differential scanning fluorimetry, uHTS | Glutamate receptor ionotropic, NMDA 3A (GRIN3A) ligand-binding domain | NR3A LBD differential scanning fluorimetry, Tm shift; 0% = protein alone, 100% = glycine-bound protein | Tm shift relative to glycine control, % at 25 µM | hit rate 2.5% among 340,000 | AID 1259313, 2017;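 active = melting temperature shift of at least 10% of the positive control shift, at one fixed dose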
CCR6 antag: CCR6 receptor antagonists, primary screen, cell-based, CHO-K1, luminescence, beta-arrestin, uHTS. C-C chemokine receptor type 6 (Homo sapiens), P51684. CHO-K1 CCR6 PathHunter beta-arrestin, CCL20-stimulated. inhibition, % at 20 µM. hit rate 0.49% among 340,000. AID 493098, 2011;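 active = compounds whose inhibition of the agonist-driven luminescence signal at 20 µM reaches about 50%, limit read from the data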;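 note: cells stimulated with CCL20 at 14 nM final; plate controls were DMSO with CCL20 for no effect and DMSO without agonist for full effect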
Target sequence (P51684 whole entry, looked up): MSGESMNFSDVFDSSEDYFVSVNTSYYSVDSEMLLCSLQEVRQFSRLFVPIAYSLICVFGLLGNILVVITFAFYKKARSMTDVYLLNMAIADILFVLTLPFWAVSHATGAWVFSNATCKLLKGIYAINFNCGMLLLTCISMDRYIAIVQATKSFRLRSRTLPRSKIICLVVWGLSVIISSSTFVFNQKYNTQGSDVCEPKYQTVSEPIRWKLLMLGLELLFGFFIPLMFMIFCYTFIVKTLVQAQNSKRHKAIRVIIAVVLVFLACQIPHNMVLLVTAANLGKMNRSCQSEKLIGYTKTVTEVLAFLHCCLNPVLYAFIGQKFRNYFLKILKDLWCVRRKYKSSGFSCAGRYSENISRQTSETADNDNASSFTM
CXCR6 block: CXCR6 receptor inhibitors, primary screen, cell-based, beta-arrestin, luminescence, CHO-K1 PathHunter, 1536-well | C-X-C chemokine receptor type 6 (Homo sapiens), O00574 | inhibition, % at 20 µM | hit rate 0.36% among 360,000 | AID 602244, 2012; in the data active = inhibition above about 34%, passing the limit was not always enough;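 note: antagonist mode with CXCL16 agonist at 10 nM final; 0% = 10 nM CXCL16 with DMSO and 100% = unstimulated wells without agonist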
A3G deaminase: APOBEC3G DNA deaminase inhibitors, primary screen, biochemical, fluorescence, single-stranded DNA substrate, uHTS; hit rate 0.28% among 330,000; AID 493012, 2011; inhibition, % at 20 µM; recombinant A3G, ssDNA deamination FAM/TAMRA fluorescence; DNA dC->dU-editing enzyme APOBEC-3G (Homo sapiens), Q9HC16;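 active = inhibition of at least 40% at 20 µM, with no more than 30% in the related APOBEC3A deaminase screen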;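 note: plate controls were DMSO wells with A3G for no effect and wells lacking A3G enzyme for full effect; some compounds called inactive have numbers as strong as hits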
EBI2 antag: EBI2 receptor antagonists, beta-arrestin recruitment, primary screen, cell-based, luminescence, 7a,25-OHC stimulation, uHTS | 7a,25-OHC stimulated | inhibition, % at 5 µM | hit rate 0.81% among 360,000 | AID 651636, 2012; in the data active = inhibition above about 38%;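 note: enzyme fragment complementation signal reports receptor beta-arrestin coupling in cells; 0% = agonist plus DMSO wells and 100% = wells without agonist; some results beyond the cut were filed as inactive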
Target sequence (P32249 whole entry, looked up, the tested form may be a part): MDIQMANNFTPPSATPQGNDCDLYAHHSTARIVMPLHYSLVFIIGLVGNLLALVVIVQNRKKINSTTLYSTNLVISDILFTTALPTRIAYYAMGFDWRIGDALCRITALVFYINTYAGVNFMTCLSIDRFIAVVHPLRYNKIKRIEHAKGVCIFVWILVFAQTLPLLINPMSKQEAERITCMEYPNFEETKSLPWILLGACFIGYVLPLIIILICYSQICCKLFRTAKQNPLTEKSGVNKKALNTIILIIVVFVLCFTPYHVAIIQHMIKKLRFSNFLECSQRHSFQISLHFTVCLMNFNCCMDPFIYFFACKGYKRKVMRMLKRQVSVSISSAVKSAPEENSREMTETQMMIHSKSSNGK
MPTP block: mitochondrial permeability transition pore inhibitors, primary screen, biochemical, isolated mouse mitochondria, absorbance; AID 602449, 2012; inhibition, % at 10 µM; hit rate 1.4% among 360,000; Ca2+ swelling absorbance, 30 min;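 active = inhibition of 50% or more, scaled per plate between neutral and stimulator controls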;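 note: 0% = DMSO wells given calcium and 100% = 1 mM EGTA wells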
The depositor's hits bear a star; · = not tested or not shown. Random draw from the library; any-hit rate near 5.8%.

SMILES	A3A deaminase	Gli-Sufu antag	GRIN3A LBD mod	CCR6 antag	CXCR6 block	A3G deaminase	EBI2 antag	MPTP block
CCOC(=O)c1cnn(-c2ccccc2)c1NC(=O)CSc1nnc(-c2cccs2)n1CC	1	0	0	-22	0	-4	-7	0.7
N=c1c(S(=O)(=O)c2ccc(Cl)cc2)cc2c(=O)n3ccccc3nc2n1Cc1cccnc1	10	17	-8	11	12	2	20	0.1
CCOC(=O)C1=C(N)Oc2cc(O)ccc2C1c1cccnc1 (stereo not given)	1	7	0	-2	1	-5	3	2.5
COCc1ccc(C(=O)N2CCCC(CNC(=O)c3ccc(F)cc3)C2)o1 (stereo not given)	1	2	1	2	3	-3	-1	-0.2
O=C1NCC2=C1C(c1ccc(Br)cc1)Nc1ccccc1N2 (stereo not given)	-4	11	-4	4	-4	-6	-5	-1.6
CC(O)C(NS(=O)(=O)c1ccc(Cl)cc1)C(=O)OCC(=O)c1c[nH]c2ccccc12 (stereo not given)	-1	-6	2	-6	-5	1	-6	6.5
CCCc1ccc(S(=O)(=O)N/N=C(/C)c2ccc3c(c2)OCO3)cc1	-2	-1	-9	-4	3	-10	-1	1.0
COc1ccc(C(=O)C2CCCN(Cc3cccn3-c3nccs3)C2)cc1F (stereo not given)	3	5	-2	17	-1	-3	2	3.6
O=C(c1ccco1)N1CCN(c2c([N+](=O)[O-])nn(-c3cccc(Cl)c3)[n+]2[O-])CC1	-3	7	0	-6	-14	-5	-9	5.8
O=C(/C=C/c1ccccc1)Nc1ccc(Cl)cn1	·	-92	-17	3	6	·	14	-0.2
Cc1ccc2sc(N3CCN(C(=O)c4ccc([N+](=O)[O-])o4)CC3)nc2c1C	0	11	-3	-13	-17	-4	-9	0.6
CN(C)CCCNC(=O)c1ccc2[nH]c3ccccc3c2c1	1	-7	0	6	-12	-3	-7	0.1
Cn1c(-c2cccc([N+](=O)[O-])c2)cnc1NCc1ccc(C#N)cc1	-1	27	0	1	-11	-10	8	1.7
O=C(NCC1CCCO1)C1CCN(S(=O)(=O)c2cccnc2)CC1 (stereo not given)	-3	-1	-1	-2	-10	-1	-11	0.3
COc1ccc(-c2cc(C(=O)OCC(=O)c3c(N)n(C)c(=O)n(C)c3=O)c3ccccc3n2)cc1	-1	-9	0	9	6	-5	10	-8.6
Brc1ccccc1C1CC(c2ccccc2)=Nc2ccccc2N1 (stereo not given)	-5	-18	-9	16	6	-6	-11	-0.9
O=C(CCNC(=O)c1ccccc1Cl)Nc1nc2ccccc2s1	3	-58	0	3	-3	-6	-2	-0.1
CCOn1c(=O)c(-c2cc3ccccc3o2)[n+]([O-])c2ccccc21	-5	-21	6	-7	8	-6	14	-2.6
COC(=O)C1CCCCN1C(=O)c1ccc2oc(Cc3ccccc3)nc2c1 (stereo not given)	2	-17	-5	10	6	-2	3	-0.6
COc1cc(CC(=O)NCC2COc3ccccc3O2)cc(OC)c1OC (stereo not given)	2	3	0	-2	6	-3	-1	-0.6
CSc1sc(C(=O)NC(=O)NCc2cccnc2)c(C)c1-c1ccon1	-1	-26	-3	7	-2	-6	-5	5.0
O=C(O)c1cccc(NC(=O)c2ccccc2)c1	·	-26	-1	4	-3	·	-10	-1.1
C/C=C/c1ccc(OCCn2nnc3ccccc32)c(OC)c1	-6	0	0	14	-3	-9	2	6.0
COc1ccc(NC(=O)Nc2ccc(F)cc2F)cc1	1	-32	5	13	-4	6	1	2.5
COc1ccc(N2C(=O)CC(Sc3nnnn3-c3ccc(F)cc3)C2=O)cc1 (stereo not given)	-1	-3	1	96*	102*	0	-1	1.5

Entries listed so far that contain an NH in an aromatic ring:
SMILES	A3A deaminase	Gli-Sufu antag	GRIN3A LBD mod	CCR6 antag	CXCR6 block	A3G deaminase	EBI2 antag	MPTP block
CC(O)C(NS(=O)(=O)c1ccc(Cl)cc1)C(=O)OCC(=O)c1c[nH]c2ccccc12 (stereo not given)	-1	-6	2	-6	-5	1	-6	6.5
CN(C)CCCNC(=O)c1ccc2[nH]c3ccccc3c2c1	1	-7	0	6	-12	-3	-7	0.1

(listing goes on)
SMILES	A3A deaminase	Gli-Sufu antag	GRIN3A LBD mod	CCR6 antag	CXCR6 block	A3G deaminase	EBI2 antag	MPTP block
CCOc1cc(CNc2ccc(OC)cc2)cc(Br)c1OCC(=O)NC(C)(C)C	-2	2	-13	10	-4	-3	22	7.1
Cc1c(C)c2cc(Cl)c(OCC(=O)NC3CC(C)(C)NC(C)(C)C3)cc2oc1=O	-3	4	-2	13	2	-3	-9	-2.7
O=C(Cc1nnc(NC(=O)Nc2ccccc2F)s1)NCc1ccccc1	1	-8	-1	4	-10	5	-2	1.6
Cc1ccc(NC(=O)c2nc[nH]c2C(=O)N[C@@H](C)C(=O)OC(C)(C)C)cc1	1	-13	-11	8	10	-9	-30	-1.0
COc1cc(/C=N/NC(=O)c2nonc2C)ccc1O	-8	-3	-1	-15	-9	-10	-10	0.1
O=C(O)Cn1c(-c2ccccc2)nc2ccccc21	-5	96*	-3	22	-2	-9	5	-0.1
Cc1cc(CCN2CCC(=O)NC2=S)ccc1OC(C)C	8	-2	-2	12	-4	0	-15	-2.8
O=C(NCCOc1ccccc1Cl)c1ccc2c(c1)S(=O)(=O)c1cc(Cl)ccc1C2=O	-2	-3	-3	-20	-30	-10	-8	3.3
O=C(Cn1nnc(N2CCCC2)n1)N/N=C/c1ccc(Cl)cc1	4	6	2	-12	-4	2	17	1.4
COC(=O)c1c(NC(=O)COC(=O)Cn2cnc3ccccc32)sc(C)c1C	-3	-5	0	-13	0	-8	10	-0.2
COc1ccccc1N(C)S(=O)(=O)c1ccc(C(=O)OCC(=O)N2CCCCCC2)cc1	0	-5	-1	12	-6	-5	2	-1.4
COc1ccc(C2C(C(=O)OCC(=O)NC(C)(C)C)CCC(=O)N2c2ccc(C)cc2)cc1OC (stereo not given)	4	-5	-5	-3	-10	-1	-3	0.0
CS/C(N)=N/N=C/c1cc(C)ccc1O	-4	-45	2	-1	-8	-6	-1	-0.7
CC(C)c1ccc(CN(C)C(=O)c2ccc(S(=O)(=O)NCc3ccco3)cc2)cc1	-1	10	-1	8	-8	-8	-11	3.1
COc1ccc(C2C(C(C)=O)=C(O)C(=O)N2c2nc3ccccc3s2)cc1OC (stereo not given)	-2	-4	0	0	6	-11	-7	-0.4
CCN(Cc1cnn(C)c1)Cc1nc(Cc2ccccc2Cl)no1	-9	-6	1	-1	0	-11	-1	-2.3
Cn1c(CNC(=O)c2ccco2)nnc1SCC(=O)Nc1ccccc1Cl	2	-7	13*	-1	-12	-4	-1	0.5
CN(CC(=O)Nc1ccccc1F)CC(=O)Nc1ccccc1Br	3	10	-1	7	-10	-8	-3	-1.4
CC(C)CCN1C(=O)c2ccc(C(=O)OCC(=O)N(C)C3CCS(=O)(=O)C3)cc2C1=O (stereo not given)	0	-2	1	0	7	-8	11	-2.0
CCOC(=O)C1(CCC(=O)OCc2ccccc2)CCCCC1=O (stereo not given)	·	-7	-1	3	-3	·	1	1.4
COc1ccc2nc(SCC(=O)Nc3ccc4[nH]c(=O)[nH]c4c3)[nH]c2c1	-3	-3	-1	2	8	-12	2	-1.2
Cc1ccccc1NC(=O)CCN1CCc2ccccc2C1	-6	1	1	3	1	-4	0	0.8
CCOC(=O)c1c(C)[nH]c(C(=O)OCc2ccc([N+](=O)[O-])cc2)c1C	11	-30	-4	-7	-27	-3	10	0.3
CS(=O)(=O)Nc1cccc(C2=NN(S(=O)(=O)c3ccccc3)C(c3cccs3)C2)c1 (stereo not given)	0	3	-14	14	3	-3	6	1.3
CC(=O)Nc1cccc(NC(=O)CCCC2CCCCC2)c1	-2	3	-14	6	-5	-6	-30	2.0

Later entries.
SMILES	A3A deaminase	Gli-Sufu antag	GRIN3A LBD mod	CCR6 antag	CXCR6 block	A3G deaminase	EBI2 antag	MPTP block
COc1ccc(S(=O)(=O)Nc2cc3c4c(c2)CCC(=O)N4CCC3)cc1	-3	11	1	9	-5	-9	6	-3.7
CC(=O)C1=C(O)C(=O)N(c2ccc(O)cc2)C1c1ccccc1F (stereo not given)	-5	3	0	-3	3	-9	-9	-0.4
O=C(CSc1n[nH]c(=O)n1C1CC1)Nc1ccc(F)c([N+](=O)[O-])c1	1	-3	2	18	2	-3	-3	-0.8
Cc1ccc(/C=C/C(=O)OC(C)C(=O)Nc2ccc(Cl)cn2)o1 (stereo not given)	5	-2	2	13	6	-1	-6	0.0
Cc1c(CCC(=O)N2CCC[C@H]2C(=O)O)c(=O)oc2c(C)c3oc4c(c3cc12)CCCC4	-3	-1	-7	0	5	-8	-3	-0.4
O=C1C=CC(=O)C(CNc2ccc(C(=O)OCc3ccccc3)cc2)=C1	·	7	3	35	-3	·	-11	0.8
COc1ccc(OCC(=O)N/N=c2\oc3c(OC)cccc3cc2C(N)=O)cc1	0	-3	-2	9	-4	-1	-12	-0.8
COc1cccc(NC(=O)CN(C)C(=O)c2cc(-c3ccc(C)o3)nc3ccccc23)c1	-6	-3	-4	4	17	-8	1	-3.1
O=C(O)C(=O)Nc1ccc(NC(=O)C(c2ccccc2)c2ccccc2)cc1	-5	6	-1	3	-9	-3	-7	-1.1
COc1cc2c(cc1OC)-c1cc(Nc3ccc(C)cc3)nc(=O)n1CC2	-4	-9	-1	6	3	-9	4	-0.3
Cc1ccc(C(=O)C2=C(O)C(=O)N(c3ncccn3)C2c2ccc(Br)cc2)o1 (stereo not given)	-2	-3	-2	-10	·	1	·	·
CCN(CC)c1ccc(NC(=O)CCCCC(=O)Nc2ccc(N(CC)CC)cc2)cc1	-3	1	-2	6	-5	-7	-8	6.4
CC(=O)OC(C(=O)n1nc(C)cc1C)c1ccccc1 (stereo not given)	-1	-6	-1	-3	5	-2	0	-0.9
CC(C)C(NS(=O)(=O)c1ccc2c(c1)OCCCO2)C(=O)O (stereo not given)	16	-6	-3	-1	-3	-8	-3	0.6
COCCNC(=O)NC1(C(F)(F)F)Oc2ccc(Cl)cc2O1 (stereo not given)	-1	41	-1	7	0	-2	-7	1.1
CCOc1c(Br)cc(C(N)=O)cc1OC	-2	-6	2	2	-5	-1	3	-0.2
Cc1ccc(C(=O)NCc2ccccc2)c(F)c1F	0	-17	-1	-10	5	-1	-2	0.0
COc1ccc(N2CCN(C(CNC(=O)C(=O)NCCCn3ccnc3)c3ccco3)CC2)cc1 (stereo not given)	-2	0	0	6	2	0	0	3.1
O=C(NC1CCCCC1)c1ccc([N+](=O)[O-])o1	-4	10	0	-17	-12	-1	-6	0.8
COc1ccc(NC(=O)C(NC(=O)Cc2cccs2)c2ccccc2)cc1 (stereo not given)	0	9	1	1	-10	-3	-5	0.2
O=C(O)c1ccc(OCCN2CCCC2=O)cc1	-7	0	1	5	9	-1	-7	-0.3
O=C(c1cccs1)N(C(=O)c1cccs1)c1ccccn1	-2	-25	2	-6	-5	-6	2	-0.5
Cc1cccc(NC(=O)c2sc3nc(-c4ccccc4)cn3c2C)n1	1	-5	-3	-3	-13	3	8	-0.6
COc1cc2c(cc1OC)CN(C(=O)c1ccccc1C(=O)O)CC2	2	3	0	-6	3	-3	1	-0.6
